ERG Ets-DNA blk: inhibitors of human ERG Ets domain-DNA interaction; P11308; Potency, µM (top dose mostly 76.9 µM), for inactives: at the highest dose FP activity, negative = inhibition, most hits filed as inhibitors; 370,000 tested, 0.028% active; AID 624246; fluorescence polarization, His-ERG Ets domain / labelled DNA; active means well fitted inhibition curve with a large enough effect in the polarisation, with a control signal flat; inconclusive means small, poorly fitted or top-dose-only effect, or effect the other way, or a change in a side signal; inactive means no such curve, though single readings can be large or run the other way; the % refers to the polarisation;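 further: polarization taken with two DNA probes labelled with fluorescein and Texas red; potency means the concentration at half of the fitted maximal effect; % of control where 0% means no effect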
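His-tagged ERG Ets domain (1 uM in the protein solution; 300mM KCl, 50mM Tris-HCl, 1mM EDTA, 1mM DTT, pH 7.5) received compound, then a probe mix of 5 nM fluorescein-DNA and 100nM Texas-615-DNA. Fluorescence polarization was read for both dyes.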
HP1b chromo inh: HP1-beta chromodomain-methylated histone interaction inhibition | P83916 | AlphaScreen HP1-beta / biotin-H3K9me3 peptide binding | Potency, µM (doses to about 114 µM), for inactives: at the highest dose activity change, negative = inhibition, actives largely listed as inhibitors | 390,000 tested, 0.56% active; further: potency means the concentration at half of the fitted maximal effect; nearly all actives have a fitted effect of over 70% in size; inactives centre near 23
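HP1-beta protein (50 nM final) preincubated 30 min at room temperature with biotinylated H3(1-18)K9me3 peptide (50 nM) in PBS pH 7.4, 0.01% Tween-20, then compound added for 30 min. AlphaScreen streptavidin donor/nickel chelate acceptor beads (10 ug/mL final), 30 min dark, luminescence read.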
BAZ2B block: blocks human BAZ2B. Q9UIF8. AlphaScreen BAZ2B-H3K14Ac peptide displacement. Potency, µM (titrated, usually from 114 µM), for the others: top-dose activity change, negative = inhibition, usual class: inhibitors. 360,000 tested, 4.4% active; further: potency means the concentration at half of the fitted maximal effect; on the % scale 0 is the no-effect control and ±100 the full control effect; nearly all actives have a fitted effect of over 60% in size
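BAZ2B 50 nM plus b-H3(5-23)K14Ac 50 nM, PBS pH 7.4/0.01% Tween-20, 30 min RT; compound added (max 110 uM), 30 min RT; streptavidin donor/Ni-chelate acceptor beads 10 ug/mL final, 20 min dark; AlphaScreen read.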
JMJD2A Tudor: inhibitors of human JMJD2A Tudor domain | Potency, µM (highest dose often 114 µM), inactives show at the top dose activity change, negative = inhibition, usual class: inhibitors | AID 504339 | 390,000 tested, 4.4% active | AlphaScreen JMJD2A-Tudor / H3K4me3 peptide binding; further: potency means the concentration at half of the fitted maximal effect; on the % scale 0 is the no-effect control and ±100 the full control effect; nearly all actives have a fitted effect of over 50% in size
Target sequence (O75164 whole entry, looked up, the tested form may be a part): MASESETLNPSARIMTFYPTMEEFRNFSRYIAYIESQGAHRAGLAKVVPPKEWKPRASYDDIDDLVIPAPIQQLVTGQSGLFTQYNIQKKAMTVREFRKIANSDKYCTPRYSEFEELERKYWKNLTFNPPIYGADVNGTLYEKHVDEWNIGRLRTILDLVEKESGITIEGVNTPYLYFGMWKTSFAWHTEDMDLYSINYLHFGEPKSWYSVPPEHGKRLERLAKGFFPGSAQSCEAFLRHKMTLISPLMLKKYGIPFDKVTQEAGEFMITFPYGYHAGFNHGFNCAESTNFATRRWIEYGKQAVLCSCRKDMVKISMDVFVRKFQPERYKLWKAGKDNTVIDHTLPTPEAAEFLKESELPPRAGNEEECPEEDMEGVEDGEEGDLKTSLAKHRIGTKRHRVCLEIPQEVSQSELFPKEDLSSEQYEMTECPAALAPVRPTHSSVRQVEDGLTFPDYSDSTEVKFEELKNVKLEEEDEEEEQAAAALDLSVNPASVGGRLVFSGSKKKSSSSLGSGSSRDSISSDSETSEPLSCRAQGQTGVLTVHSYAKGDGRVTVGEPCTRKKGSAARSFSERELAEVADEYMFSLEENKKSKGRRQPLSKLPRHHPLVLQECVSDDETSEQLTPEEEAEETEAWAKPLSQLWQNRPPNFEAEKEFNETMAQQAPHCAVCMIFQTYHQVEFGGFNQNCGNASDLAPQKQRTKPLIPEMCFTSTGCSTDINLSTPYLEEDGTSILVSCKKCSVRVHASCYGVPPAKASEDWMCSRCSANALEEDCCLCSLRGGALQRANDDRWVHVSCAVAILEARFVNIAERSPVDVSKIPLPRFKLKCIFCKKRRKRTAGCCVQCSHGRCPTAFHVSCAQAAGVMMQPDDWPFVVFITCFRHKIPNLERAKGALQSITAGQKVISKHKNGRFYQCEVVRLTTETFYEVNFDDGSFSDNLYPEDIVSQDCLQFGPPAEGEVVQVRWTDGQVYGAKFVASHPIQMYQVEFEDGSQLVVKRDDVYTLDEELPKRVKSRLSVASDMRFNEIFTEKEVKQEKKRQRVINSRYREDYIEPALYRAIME
PI4K2A inh: blocks human PI4K2A kinase activity | Q9BTU6 | purified PI4K2A, ADP-Glo luminescence, 1 h; stronger effect = lower value | activity change, negative = inhibition, % at 76.9 µM | 420,000 tested, 0.13% active | AID 1346378; in the data active means activity change below about -50%; inconclusive means mostly about -30% to -49%;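 further: -100% = wells without enzyme as full effect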
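PI4K2A activity was measured by ADP-Glo luminescence: enzyme (4 ug/mL stock) and phosphatidylinositol (1.2 mM stock) in Tris pH 7.5/MgCl2/EGTA/Triton X-100 buffer were reacted with ATP (300 microM stock) for one hour at ambient temperature.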
ALOX12 inh: inhibitors of human 12S-lipoxygenase ALOX12; Potency, µM (doses to about 108 µM), for the others: at the highest dose activity change, negative = inhibition, actives largely listed as inhibitors; purified 12hLO, xylenol orange hydroperoxide absorbance; 580,000 tested, 1.1% active; P18054; further: potency means the concentration at half of the fitted maximal effect; on the % scale 0 is the no-effect control and ±100 the full control effect
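Purified human 12hLO at 150 nM in 25 mM Hepes, 0.01% Triton X-100, pH 7.0, preincubated 15 min at room temperature with compound. Reaction started with 40 uM arachidonic acid, 30 min at room temperature. Hydroperoxide measured by Fe-xylenol orange, 573/405 nm absorbance ratio.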
G9a inh: G9a (human) methyltransferase inhibition; Q96KQ7; G9a H3K9 monomethylation, AlphaScreen, 2 h; Potency, µM (highest dose often 102 µM), for the others: at the highest dose activity, negative = inhibition, hits mostly inhibitors; 350,000 tested, 8.8% active; AID 504332; further: potency means the concentration at half of the fitted maximal effect; on the % scale 0 is the no-effect control and ±100 the full control effect; nearly all actives have a fitted effect of over 75% in size
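Using a bead-based AlphaScreen, monomethylated H3K9 product from 2 h room-temperature reactions (G9a 20 nM, peptide 500 nM, SAM 20 uM) was detected with 0.5 ug/mL rabbit anti-H3K9me1 antibody.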
GLS inhibitor: blocks human kidney-isoform glutaminase activity | O94925 | AID 624170 | Potency, µM (top dose mostly 45.5 µM), inactives show top-dose activity change, negative = inhibition, usual class: inhibitors | GLS enzymatic activity, qHTS titration | 410,000 tested, 0.21% active; further: potency means the concentration at half of the fitted maximal effect; on the % scale 0 is the no-effect control and ±100 the full control effect
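Two-point fluorescence kinetic (t0, 30 min RT) for hKGA; glutamate detected via glutamate oxidase–HRP–Amplex Red. Substrate: 1 mM L-glutamine solution; buffer 45 mM KH2PO4, pH 8.2.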
RGS4 inhibitor: human RGS4 inhibition; Transcreener GDP fluorescence polarization, RGS4-accelerated GTP hydrolysis; 390,000 tested, 0.039% active; AID 504845; Potency, µM (titrated, usually from 114 µM), without a hit: at the top dose activity change, negative = inhibition, usual class: inhibitors; further: potency means the concentration at half of the fitted maximal effect; on the % scale 0 is the no-effect control and ±100 the full control effect; nearly all actives have a fitted effect of over 75% in size; some results filed as inactive show a strong effect at the top dose
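MLSMR compounds (23 nl, pin-transferred) preincubated 10 min at room temperature with a 500nM (2x) first reagent, then RGS4 at 900nM (2x) plus Transcreener GDP mix added; fluorescence polarization (620/688 nm) read before and after 90 min at 30 °C.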
Starred values were filed as active, the others as inactive; ? = inconclusive; · = not tested or not shown; & = joins results of further samples; [ ] = another dose, or the depositor's remark. Unless noted, the call rests on the fitted dose curve; in most records, active means well fitted curve in the direction sought with a large enough effect; inconclusive means small, poorly fitted or top-dose-only effect, or another doubt; inactive means no such curve, though single readings can be large; an effect the other way counts as inactive or inconclusive.

SMILES	ERG Ets-DNA blk	HP1b chromo inh	BAZ2B block	JMJD2A Tudor	PI4K2A inh	ALOX12 inh	G9a inh	GLS inhibitor	RGS4 inhibitor
O=C1CCC(=O)N1c1cccc(-c2nc3ccccc3o2)c1	7%	24%	-4%	-4%	0	324%[activator]	-22%	1%	-7%
O=C(CSc1nc(O)c(Cc2ccccc2)c(=O)[nH]1)c1ccccc1	-10%	18%	-4%	0%	7	-14%	-3%	-1%	-10%
Cc1ccccc1C(=O)c1c[nH]c(C(=O)NCc2cccs2)c1	2%	-2%	?	-25%[11.4 µM]	-5	-14%	-6%[12.7 µM]	22%	-26%[11.4 µM]
CCSc1nnc(NC(=O)CSc2nnc(CNC(=O)c3cc(OC)c(OC)c(OC)c3)o2)s1	12%	40%[activator]	1%	-6%	-3	17%	?	2%	-27%
COc1ccc2c(c1)[nH]c1c(=O)n(N)cnc12	7%	24%	-3%	-5%	-4	-5%	-13%[59 µM]	2%	-20%
Nc1ccc(C(=O)OCc2csc(-c3ccccc3)n2)cc1[N+](=O)[O-]	-4%	30%	?	-15%	-4	-9%	15%[59 µM]	9%	0%[11.4 µM]
COc1cc(CN(C(=O)COc2ccccc2)c2ccccn2)cc(OC)c1OC	4%	15%	-1%	-12%	2	-5%&-7%	-1%[59 µM]	-3%	11%
C=CCN(CC=C)S(=O)(=O)c1ccc(C(=O)Nc2sc3c(c2C(N)=O)CCCCC3)cc1	-3%	-1%	-36%	-27%	-5	-20%	-43%[59 µM]	13%	-38%
CN(Cc1ccc2c(c1)OCCO2)C(=O)CSc1ncnc2sccc12	5%	21%	·	-8%	-1	121%	·	17%	0%
C/C(=N\Nc1nc(C(C)(C)C)cs1)c1ccc(O)cc1	4%	-22%	?	?	0	16%	32µM*	18%	-9%
O=C(Cc1ccc([N+](=O)[O-])cc1)NC(C(=O)O)C(O)c1cccc([N+](=O)[O-])c1 (stereo not drawn)	-1%	17%	7%	-15%	0	24%	6%	5%	8%
CCN(CC)C(=S)SCC(=O)c1ccc(F)cc1	0%	52%[activator]	56%[activator]	-17%[11.4 µM]	1	?	?	5%	-1%[11.4 µM]
CCCOc1cc(N(CC)CC)ccc1/C=C(/C#N)c1nc2ccc(C)cc2[nH]1	·	1%	?	-29%	-2	?	20µM*	6%	3%
O=C(c1cnn(C(=O)c2ccco2)c1)c1ccccc1O	4%	49%[activator]	·	-12%	-2	0%	·	32%[activator]	-11%
COc1ccc(NC(=O)C2C(c3ccccc3)C2(Cl)Cl)cc1 (stereo not drawn)	-4%	52%[activator]	-1%	14%	10	?	38%	-13%	-3%
COc1ccc(CCNC(=S)N2CCC(C(=O)c3ccc(F)cc3)CC2)cc1OC	6%	36%	?	?	5	?	-28%	-9%	-4%[56.9 µM]
N=c1n(CCO)c2ccccc2n1CCN1CCCCC1	-2%	20%	-25%	-15%	3	5%	-42%	-10%	-16%
Cc1cc(C(=O)N2CCc3ccccc3C2)no1	9%	26%	-20%	-15%	7	-16%	33%	0%	30%
CC1CC1C(=O)OCC(=O)NCc1ccc(Cl)cc1 (stereo not drawn)	1%	21%	-6%	16%	-14	0%	8%[59 µM]	3%	-32%
CC(NC(=O)C1CCCN(S(=O)(=O)c2cccc3nonc23)C1)c1ccccc1 (stereo not drawn)	·	2%	-25%	-31%	0	-21%	1%	-3%	-6%
COc1cc(O)c2c(=O)c3c(O[C@H]4O[C@@H](CO)[C@H](O)[C@@H](O)[C@@H]4O)ccc(O)c3oc2c1	-6%	13%	·	-18%	-7	-1%	·	21%	15%
CCOC(=O)CCC(=O)Nc1ccccc1C(N)=O	-1%	30%	4%	-13%	16	-4%	20%[2.33 µM]	1%	-23%
Cc1c(C(=O)NCc2ccc3c(c2)cc(C)n3C)cccc1[N+](=O)[O-]	28µM*	1%	-2%	?	-9	-8%	?	3%	-31%
CN(C)c1ccc(CNc2nc(-c3ccco3)nn2S(=O)(=O)c2ccc(Cl)cc2)cc1	-3%	-19%	12%	?	-1	-19%	1%[59 µM]	18%	14%
CCCCn1c(N)c(N(CCC(C)C)C(=O)C2CSC3(C)CCC(=O)N23)c(=O)[nH]c1=O (stereo not drawn)	-5%	53%[activator]	-6%	-8%	6	?	?	-4%	7%
Next records follow:
SMILES	ERG Ets-DNA blk	HP1b chromo inh	BAZ2B block	JMJD2A Tudor	PI4K2A inh	ALOX12 inh	G9a inh	GLS inhibitor	RGS4 inhibitor
COc1cc2[nH]c(=S)nc(NCc3cccs3)c2cc1OC	-11%	29%	2%	-13%	2	-22%	28µM*	-16%	7%
O=C(Nc1ccccc1)c1cnc2ccccc2n1	·	14%	0%	-25%	0	-3%	?	3%	-7%
CCn1c(SCc2ccccc2)nnc1-c1nonc1NC(C)=O	-9%	36%	1%	-18%	1	-3%	10%[59 µM]	-4%	14%
CCOCCc1nn2c(=O)cc(COC(=O)c3ccc(NC(=O)c4ccc(F)cc4)cc3)nc2s1	1%	14%	-2%	5%	-6	-20%	15%[12.7 µM]	0%	-21%
CCCCCn1c(=O)[nH]c2cc(C(=O)Nc3ccc(F)c(F)c3)ccc2c1=O	-1%	34%	3%	-1%	6	0%	5%[59 µM]	-10%	12%
CCCn1c(-c2ccc(OC)cc2)nc2c(=O)n(C)c(=O)[nH]c21	1%	34%	1%	-6%	0	4%&12%	3%[59 µM]	-1%	4%
Cc1ccc(C)c(OCCCN2CCNCC2)c1	-5%	23%	-2%	-25%	-4	?	?	4%	24%
Cc1ccc(NC(=O)CN2C(=O)c3ccccc3S2(=O)=O)c(C)c1	-10%	28%	8%	0%	5	0%	-15%	6%	4%
O=C(OCCN1C(=O)c2ccccc2C1=O)c1ccccc1	9%	30%	1%	4%	6	9%	50%	0%	21%
COC(=O)C1=C(C(=O)OC)[C@@H]2N(Cc3ccccc3)c3ccccc3[C@@]23C[C@@H](C(=O)OC)N(C(=O)c2cccs2)C3=N1	3%	-7%	?	-32%	-3	4%	-36%[59 µM]	17%	-7%
COc1ccc(CCNC(=O)c2cccc(S(=O)(=O)N3CCOCC3)c2)cc1OC	-7%	28%	-6%	-14%	9	-26%	28%[12.7 µM]	2%	-5%
CC(=O)Nc1ccc(NC(=S)NC(=O)c2cc3ccccc3o2)cc1	-9%	23%	-3%	-7%[57.1 µM]	2	-14%	1%[59 µM]	7%	-9%
CCC(C)N=C1SCC(C)(/C=N/O)S1 (stereo not drawn)	2%	32%	12%	2%	-4	-22%	0%[12.7 µM]	3%	-18%
C=CCSc1nc(-c2ccc(OC)cc2)c(C#N)c(=O)n1CC=C	-5%	88%[activator]	8%	62%[activator]	4	1%	52%[activator]	-16%	-34%
O=C(Nc1ccc(N2CCN(C(=O)c3cccs3)CC2)cc1)c1ccco1	3%	2%	-1%	-6%	-3	9%	22%	0%	4%
Cn1c(Cc2ccccc2)nnc1SCC(=O)NC1CCCC1	21%	21%	-1%	12%	4	-5%	-3%	-9%	-18%
COc1ccccc1NC(=O)c1cc2c(-c3ccccc3)nn(-c3ccccc3)c2s1	-6%	60%[activator]	20%	2%	-7	-30%	38%[59 µM]	2%	-12%
N#Cc1ccc(C(=O)OCC(=O)Nc2ccc(N3CCOCC3)cc2)cc1	8%	25%	·	-7%	2	-58%&-12%	10µM*	2%	6%
COc1cccc2[nH]c(C(=O)NCCCN3CCCC3=O)cc12	2%	39%	-3%	-7%	-1	-1%	·	-1%	4%
CN(C)CCCN(C(=O)c1ccc2c(c1)CCCC2)c1nc2cc3c(cc2s1)OCO3	-2%	-13%	?	?	1	?	·	6%	20%
CCn1c(SCC(=O)c2ccccc2)nc2c(c1=O)SC(C)C2 (stereo not drawn)	5%	5%	3%	-20%	7	-22%	-28%[59 µM]	-4%	-10%
COc1ccc(/C=C2\N=C(c3ccc(C)cc3)OC2=O)cc1	-3%	24%	-3%	-10%	4	0%	19%[0.501 µM]	1%	9%
O=C(Nc1ccc(N2CCOCC2)cc1)Nc1ccc2nsnc2c1	1%	18%	-12%	-11%	-10	-8%	6%	11%	16%
O=C(CN1C(=O)NC2(CCCc3ccccc32)C1=O)N1CCCCC1 (stereo not drawn)	5%	11%	8%	-6%	2	10%	50µM*	-12%	17%
N#Cc1ccc2ccn(CC(=O)NCc3ccccc3)c2c1	·	19%	-7%	-6%	0	2%	-17%[12.7 µM]	10%	-6%
Cc1nn(-c2ccc(N3CCCC3)nn2)c(C)c1CCC(=O)Nc1ccc(F)c(Cl)c1	-4%	42%[activator]	-27%	?	-4	-22%	-3%[59 µM]	-6%	9%
Cc1ccc(NC(=O)COC(=O)CCC(=O)c2cccs2)cc1	·	27%	5%	-1%	4	7%	-11%	-5%	-6%
O=C1C(c2ccccc2)C2C=CC(C2)N1O (stereo not drawn)	·	20%	·	-3%	-2	-9%	·	19%	0%
O=C(NC1CCCCC1)c1ccc(Cn2cc(Br)cn2)o1	-16%	42%[activator]	-27%	-9%	-12	381%[activator]	?	4%	-21%

Source: PubChem BioAssay (National Center for Advancing Translational Sciences (NCATS))

Only part of the results is shown, so the mix of outcomes need not match the whole.
